EPAC2 agonist – EPAC2 (human) agonism; 360,000 compounds, 0.079% hits; Potency, µM (highest dose often 154 µM), for the others: at the top dose activation, most hits filed as activators; Q8WZA2; AID 720711; EPAC2 activation, biochemical qHTS; response scale: 100% = 6.5 mM cAMP response; also: potency is read from the fitted curve at half-maximal effect; nearly all actives have a fitted effect of over 50% in size
Target sequence (Q8WZA2 whole entry, looked up): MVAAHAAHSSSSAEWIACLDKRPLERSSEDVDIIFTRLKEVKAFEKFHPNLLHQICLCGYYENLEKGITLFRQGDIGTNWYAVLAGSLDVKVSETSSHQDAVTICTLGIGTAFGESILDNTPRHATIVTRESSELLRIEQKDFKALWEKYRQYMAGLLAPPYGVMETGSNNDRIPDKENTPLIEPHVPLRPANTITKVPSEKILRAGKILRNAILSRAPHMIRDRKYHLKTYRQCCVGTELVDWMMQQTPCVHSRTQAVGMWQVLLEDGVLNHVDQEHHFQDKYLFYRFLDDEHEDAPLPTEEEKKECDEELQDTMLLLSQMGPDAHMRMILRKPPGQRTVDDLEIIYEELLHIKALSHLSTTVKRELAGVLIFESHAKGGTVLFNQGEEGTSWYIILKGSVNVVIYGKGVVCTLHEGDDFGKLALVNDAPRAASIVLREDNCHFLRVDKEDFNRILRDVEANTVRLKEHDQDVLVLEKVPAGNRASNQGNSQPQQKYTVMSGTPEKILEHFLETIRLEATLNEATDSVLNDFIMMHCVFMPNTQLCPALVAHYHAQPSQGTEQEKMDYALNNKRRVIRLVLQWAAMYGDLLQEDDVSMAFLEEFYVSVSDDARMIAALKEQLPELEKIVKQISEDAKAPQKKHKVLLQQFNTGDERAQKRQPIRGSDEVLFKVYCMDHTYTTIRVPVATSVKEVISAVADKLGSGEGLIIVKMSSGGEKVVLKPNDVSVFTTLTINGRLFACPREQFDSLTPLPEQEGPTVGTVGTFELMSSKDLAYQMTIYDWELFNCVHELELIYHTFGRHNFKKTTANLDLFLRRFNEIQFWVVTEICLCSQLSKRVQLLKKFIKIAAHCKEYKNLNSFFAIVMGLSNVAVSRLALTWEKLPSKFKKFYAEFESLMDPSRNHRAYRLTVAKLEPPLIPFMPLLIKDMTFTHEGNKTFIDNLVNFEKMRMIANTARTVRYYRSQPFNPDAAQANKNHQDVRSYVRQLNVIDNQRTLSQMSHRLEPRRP
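qHTS, titration series. 100 nM EPAC2 / 250 nM Rap1B-BODIPY-GDP / 50 uM GDP; RT; ex 480/em 540 nm, 5-min reads to 30 min. Norm. to 6.5 mM cAMP = activation.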
pAkt inh – Akt phosphorylation inhibition | Neuro2A IGF-stimulated pAkt S473 HTRF, 20 min; stronger effect = lower value | activity change, % for hits at 50 µM | 360,000 compounds, 0.32% hits; in the data active = activity change below about -80%; inconclusive = mostly about -51% to -80%; also: % is scaled to controls: 0 for no effect and ±100 for the full control effect
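Neuro2A cells (4,500/well, DMEM with 0.5% FBS) were treated with compound at a single 50 µM final concentration, stimulated with 6 nM IGF for 20 min at 37 °C, and lysed. Phospho-Akt Ser473 was read by HTRF as 665/615 ratio ×10^4.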
CCT modulator – changes cytosolic chaperonin activity; activity change, % (no concentration beside the values), hits read low; AID 651819; purified chaperonin ATPase assay, HTRF ADP detection, 30 min; 360,000 compounds, 0.3% hits; in the data active = activity change below about -30%; also: % is scaled to controls: 0 for no effect and ±100 for the full control effect
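Nucleotide hydrolysis assay: TRiC at 20–40 nM final (set by batch activity) with 10 uM ATP, 30 min at 37 °C, in presence of 76 uM compound. Detection by competitive ADP HTRF, 30 min ambient.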
Nrf2 block – inhibitors of Nrf2 signaling | AID 504444 | A549 ARE-Fluc reporter, luciferase luminescence, 18-24 h | Potency, µM (series often up to 46 µM), for inactives: at the highest dose activity change, negative = inhibition, hits mostly inhibitors | 360,000 compounds, 2.1% hits; also: potency is read from the fitted curve at half-maximal effect; % is scaled to controls: 0 for no effect and ±100 for the full control effect; nearly all actives have a fitted effect of over 60% in size
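Reporter: ARE-Fluc in A549. Exposure: 18-24 h, 37 °C, 5% CO2, 5% FBS OPTI-MEM. Readouts: fluorescent cytotoxicity (CellTiter-Fluor), then luminescent Nrf2 signal after BugLite.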
Nrf2 ARE act – activates Nrf2 signaling | 410,000 compounds, 0.31% hits | AID 624171 | Potency, µM (doses to about 46.1 µM), for inactives: top-dose activation, most hits filed as activators | AREc32 ARE-luciferase reporter (MCF7-derived line), luminescence, 24 h; also: potency is read from the fitted curve at half-maximal effect; % of control where 0% means no effect; nearly all actives have a fitted effect of over 65% in size
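Luciferase luminescence (Steady-Glo, 30 min at room temperature) served as the read-out of ARE activation in AREc32 cells treated with compounds for 24 hr at 37 deg C.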
MmCpn inh – inhibitors of Methanococcus maripaludis chaperonin (MmCpn) | purified Mm-Cpn ATPase, ADP Transcreener TR-FRET | Potency, µM (top dose mostly 76.9 µM), for the others: at the top dose activity, negative = inhibition, hits mostly inhibitors | 330,000 compounds, 0.031% hits | AID 504842; also: potency is read from the fitted curve at half-maximal effect; % is scaled to controls: 0 for no effect and ±100 for the full control effect; nearly all actives have a fitted effect of over 80% in size
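TR-FRET (320 nm excitation; 590 and 665 nm emission) reports ADP made from 10 uM ATP by 25 nM enzyme; compounds were preincubated 10 min, reaction run 30 min, both at 37°C.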
TGFb SMAD3 inh – inhibitors of TGF-b signaling. HepG2 CAGA-GFP TGF-b/SMAD3 reporter, GFP fluorescence, 18 h; TGF-beta stimulated, 500 pg/mL final. 410,000 compounds, 1.2% hits. Potency, µM (doses to about 46.1 µM), inactives show at the top dose activity, negative = inhibition, usual class: inhibitors; also: potency is read from the fitted curve at half-maximal effect; % is scaled to controls: 0 for no effect and ±100 for the full control effect; nearly all actives have a fitted effect of over 65% in size
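Inhibition of TGF-beta-driven CAGA-GFP reporter expression in HEPG2 cells is measured by cellular GFP fluorescence after 18 h stimulation with 500 pg/mL recombinant TGF-beta in 1% FBS medium at 37 degrees C.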
A549 viability – A549 cytotoxicity, counter-screen for Nrf2 inhibitors | Potency, µM (top dose mostly 46 µM), for inactives: at the highest dose activity change, negative = cytotoxicity, most hits filed as inhibitors | AID 504648 | A549 ARE-Fluc cells, CellTiter-Fluor viability, 18-24 h | 390,000 compounds, 0.16% hits; also: potency is read from the fitted curve at half-maximal effect; % is scaled to controls: 0 for no effect and ±100 for the full control effect
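A549 ARE_Fluc cells in 5% FBS OPTI-MEM were exposed to compounds in concentration-response for 18-24 h at 37 deg C. Viability was read by CellTiter-Fluor fluorescence (Ex 405/Em 525) after 30 min, before the luciferase read.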
EPAC2 antag – EPAC2 (human) antagonism; Q8WZA2; 360,000 compounds, 0.18% hits; Potency, µM (highest dose often 114 µM), for the others: top-dose activity, negative = inhibition, hits mostly inhibitors; EPAC2 GEF exchange of Rap1B-BODIPY-GDP, fluorescence; also: potency is read from the fitted curve at half-maximal effect; % is scaled to controls: 0 for no effect and ±100 for the full control effect; nearly all actives have a fitted effect of over 45% in size; many of its hits are not listed in these tables
Numbers without * were called inactive; i = inactive; ? = inconclusive; · = not tested or not shown; [ ] = another dose, or the depositor's remark. Unless noted, calls follow the shape of the dose curve; as a rule, active = well fitted curve in the direction sought with a large enough effect; inconclusive = small, poorly fitted or top-dose-only effect, or another doubt; inactive = no such curve, though single readings can be large; an effect the other way counts as inactive or inconclusive. Some of the compounds tested; the hit share may differ from the screen's.

SMILES	EPAC2 agonist	pAkt inh	CCT modulator	Nrf2 block	Nrf2 ARE act	MmCpn inh	TGFb SMAD3 inh	A549 viability	EPAC2 antag
Cc1noc(C)c1NC(=O)Nc1ccc2c(c1)C(=O)N([C@H](C)CO)C[C@H](C)[C@@H](CN(C)C(=O)Nc1ccccc1)O2	0.8%	i	-2.0	1.5%	-0.4%	2.4%	-2.4%	-0.2%	2.6%
CC(=O)N1c2ccc(S(=O)(=O)N3CCCC3)cc2CC1C(=O)NCc1cccc(F)c1 (configuration not stated)	3.2%	i	-3.3	23.5%	0.1%	0.6%	-3.9%	0.2%	-3.1%
CCN(c1ccccc1)S(=O)(=O)c1ccc(C(=O)NCCCN2CCOCC2)cc1	3.1%	i	0.2	6.3%	-1.0%	0.4%	-16.5%	3.0%	2.1%
CC(=O)Nc1ccc(N(CC(=O)NCC2CCCO2)C(=O)CCC(=O)Nc2cc(C)on2)cc1 (configuration not stated)	-1.8%	i	0.9	6.7%	0.0%	1.7%	-3.9%	-13.8%	10.0%
CCCCN(C(=O)CCSc1ccc(F)cc1)c1c(N)n(Cc2ccccc2)c(=O)[nH]c1=O	-2.3%	i	-1.5	-0.8%	0.0%	0.5%	1.2%	0.0%	16.5%
NC1=NC(=O)/C(=C\c2ccc(O)c([N+](=O)[O-])c2)S1	1.3%	i	0.7	-27.8%	3.3%	-7.8%	21.0%	-14.8%	-19.4%
CC1=C(C#N)C(C(F)(F)F)(C(F)(F)F)N=C(c2ccco2)N1	-7.6%	i	-0.8	8.7%	4.5%	-6.9%	-4.4%	4.1%	-7.7%
CCCCC(SCC(=O)Nc1ccccc1)C(=O)O (configuration not stated)	-6.8%	i	1.4	·	2.0%	-5.2%	2.1%	5.1%	-16.8%
Cn1c(=O)c2c(nc(NCCO)n2CCCc2ccccc2)n(C)c1=O	2.1%	i	-0.3	20.6µM*	0.5%	-1.1%	-24.2%	-0.1%	-9.6%
O=[N+]([O-])c1ccc(-c2cn3c(n2)SCC3)cc1	5.4%	i	-1.0	-10.2%	5.4%	·	3.7%	-21.6%	16.6%
COc1ccc(C=O)cc1C1=CC(=O)C[C@H](c2ccc(Cl)cc2)C1	8.3%	i	-0.4	6.1%	4.8%	1.2%	?	-0.4%	?
CCCCNC(=S)Nc1ccc2nc3n(c(=O)c2c1)CCCCC3	-4.0%	i	0.5	-10.7%	0.3%	2.5%	0.0%	-2.8%	0.8%
O=c1cc2c(nn1Cc1ccccc1Cl)-c1ccccc1CC2	19.3%	i	-1.1	4.9%	3.8%	-11.7%	0.0%	-1.9%	-0.7%
O=[N+]([O-])c1ccc([N+](=O)[O-])c(Nc2ccc(N3CCOCC3)cc2)c1	3.3%	i	-1.9	?	0.9%	0.9%	-1.6%	-0.4%	-13.3%
CCc1ccc(S(=O)(=O)Nc2ccc(-c3ccc4nnc(C)n4n3)cc2)s1	-5.0%	i	0.9	?	10.6%	-1.8%	39.7%	-8.3%	-5.6%
CC(C)CCNC(=O)C(C)N(C(=O)c1snc(C(N)=O)c1N)c1cnc2ccccc2c1 (configuration not stated)	-10.9%	i	1.0	?	-0.9%	-3.3%	-4.4%	-12.5%	-9.3%
O=[N+]([O-])c1cc(F)c(N2CCCCC2)cc1N1CCOCC1	-0.2%	i	-3.0	-11.3%	-0.2%	-0.1%	-9.5%	-14.5%	-1.8%
CCCCCC(=O)Nc1nc(C)c(-c2csc(Nc3ccc(Cl)cc3)n2)s1	-4.9%	i	-1.2	8.2%	1.0%	-13.1%	9.2%	-7.4%	3.7%
O=C(O)CC(NC(=O)OCc1ccccc1)c1ccccc1 (configuration not stated)	0.9%	i	1.7	4.4%	-0.7%	-0.1%	-4.7%	3.2%	10.3%
CN(C)C(CNC(=O)CCS(=O)(=O)c1ccccc1)c1ccccc1 (configuration not stated)	1.5%	i	-0.9	?	3.3%	1.0%	4.3%	0.0%	-8.0%
CC(C)(C)CN1CCNC(=O)C1CC(=O)N1CCOc2ccccc2C1 (configuration not stated)	-4.9%	i	1.5	2.1%	0.0%	1.0%	-3.8%	2.4%	11.0%
O=C(Nc1ccc2c(c1)[C@@H]1C[C@@H](CC(=O)N3CCCCC3)O[C@@H](CO)[C@@H]1O2)NC1CCCCC1	-5.8%	i	1.5	·	-0.8%	·	1.6%	·	-12.8%
O=C(Cc1ccccc1)N(c1ccc(F)cc1)C1C=CS(=O)(=O)C1 (configuration not stated)	10.3%	i	2.5	1.7%	-0.9%	0.5%	-0.7%	3.8%	14.6%
Cc1cc2nc(-c3ccc(NC(=O)c4cc5ccccc5o4)cc3)oc2cc1C	·	·	·	?	-0.2%	·	14.0%	5.1%	·
O=C(Nc1nnc(-c2ccc3c(c2)CCCC3)o1)C1CCCCC1	8.7%	i	1.3	14.4%	0.7%	-2.3%	5.7%	-6.4%	0.0%

A draw from above in order of heavy-atom count, ascending:
SMILES	EPAC2 agonist	pAkt inh	CCT modulator	Nrf2 block	Nrf2 ARE act	MmCpn inh	TGFb SMAD3 inh	A549 viability	EPAC2 antag
CCCCC(SCC(=O)Nc1ccccc1)C(=O)O (configuration not stated)	-6.8%	i	1.4	·	2.0%	-5.2%	2.1%	5.1%	-16.8%
O=[N+]([O-])c1cc(F)c(N2CCCCC2)cc1N1CCOCC1	-0.2%	i	-3.0	-11.3%	-0.2%	-0.1%	-9.5%	-14.5%	-1.8%
Cc1noc(C)c1NC(=O)Nc1ccc2c(c1)C(=O)N([C@H](C)CO)C[C@H](C)[C@@H](CN(C)C(=O)Nc1ccccc1)O2	0.8%	i	-2.0	1.5%	-0.4%	2.4%	-2.4%	-0.2%	2.6%

The list goes on.
SMILES	EPAC2 agonist	pAkt inh	CCT modulator	Nrf2 block	Nrf2 ARE act	MmCpn inh	TGFb SMAD3 inh	A549 viability	EPAC2 antag
O=C(CN1CCN(C/C=C/c2ccccc2)CC1)NCc1ccccc1	5.4%	i	-1.4	8.6%	-0.9%	1.1%	-0.2%	1.3%	4.1%[57.1 µM]
CC1CCN(c2ccc(NC(=S)NC(=O)c3ccc(-c4cccc([N+](=O)[O-])c4)o3)cc2)CC1	0.4%	i	-2.2	·	3.0%	0.4%	13.5%	-2.9%	-5.8%
O=C(NCc1cccc(Cl)c1)N1CCN(S(=O)(=O)c2ccccc2F)CC1	7.3%	i	-0.9	-22.6%	-0.2%	1.1%	-22.1%	9.8%	2.5%
CC1CC(C)CN(C(=O)COC(=O)CNC(=O)C23CC4CC(CC(C4)C2)C3)C1 (configuration not stated)	-1.7%	i	5.4	0.2%	-0.7%	2.2%	9.5%	4.0%	9.7%
CCOc1ccc(NC(=S)NC(=O)c2cccnc2)c([N+](=O)[O-])c1	-0.5%	i	1.2	-14.3%	1.7%	-7.8%	4.6%	-12.2%	-1.6%
CCCc1cc(=O)oc2cc(C)cc(OC(C)C(=O)NCCN3CCOCC3)c12 (configuration not stated)	9.2%	i	2.4	6.6%	0.3%	-4.0%	5.7%	3.3%	19.7%
Cc1ccc(S(=O)(=O)N(CC(O)Cn2c3ccccc3c3ccccc32)c2cccc(C(=O)N(C)C)c2)cc1 (configuration not stated)	·	·	·	?	1.3%	·	?	-19.0%	·
COc1ncccc1-c1cc2nc(NCCNC(C)=O)n(C)c(=O)c2s1	12.1%	i	0.8	·	3.55µM*	·	3.6%	·	3.0%
COC(=O)C1CN(C(=O)C(C)Oc2cccc(C)c2C)c2ccccc2O1 (configuration not stated)	9.5%	i	1.8	-2.6%	-0.8%	-0.5%	-13.4%	5.1%	-27.3%
c1ccc(Cn2nnnc2C(c2ccncc2)N2CCOCC2)cc1 (configuration not stated)	8.0%	i	-2.6	8.1%	1.4%	-1.5%	8.0%	0.6%	21.1%
Cc1cc(S(=O)(=O)NCc2ccccc2)ccc1OCC(=O)N1CCCC1	4.5%	i	-1.0	-24.8%	0.8%	0.6%	-3.3%	-7.1%	5.3%
Cc1nnc(Oc2ccccc2)c2ccccc12	5.4%	i	-0.3	·	5.2%	0.7%	4.9%	-1.2%	-4.8%
CC(=O)c1ccn(S(=O)(=O)c2ccccc2)c1	5.7%	i	0.0	4.9%	0.1%	-0.4%	-24.1%	3.5%	-2.8%
COCCN(C(=O)COC(=O)CSc1cc(C)ccc1C)c1c(N)n(Cc2ccccc2)c(=O)[nH]c1=O	13.0%	i	-1.7	·	-0.3%	·	-1.4%	·	-8.2%
O=C1CCN(Cl)C(=O)N1Cl	13.4%	i	0.8	·	-0.2%	·	·	·	8.8%
O=C(COc1ccccc1[N+](=O)[O-])OCCCOC(=O)COc1ccccc1[N+](=O)[O-]	-1.0%	i	-4.3	-0.4%	-0.7%	2.5%	8.2%	-1.2%	-3.8%
Cc1cccc(N2CCN(C(=O)Cn3nc(Cc4ccncc4)c4ccccc4c3=O)CC2)c1C	6.2%	i	0.2	-13.6%	-0.3%	·	-1.1%	2.0%	2.6%
COc1ccc2c(CN3CCN(Cc4ccccc4)CC3)cc(=O)oc2c1	7.9%	i	-0.1	·	5.3%	·	-8.3%	·	-6.9%
COc1ccc(/C=C/C(=O)NC(=S)N2CCN(c3ccccc3OC)CC2)cc1	5.6%	i	-0.7	?	0.0%	-2.2%	3.9%	8.1%	-13.6%
CCOc1ccc(C(=O)/C=C/c2ccc(SC)cc2)cc1	7.0%	i	0.5	·	15.9%	-3.7%	-0.6%	9.2%	-0.9%
CCOc1ccc(NS(=O)(=O)c2cc(NC(=O)c3cccc(C)c3)ccc2Cl)cc1	-2.8%	i	2.8	?	1.8%	-1.7%	?	?	-1.9%
O=C(NC1CCCC1)C(c1cccnc1)N(CCc1ccccc1)C(=O)c1ccco1 (configuration not stated)	8.9%	i	-4.9	3.9%	-0.5%	-0.4%	-8.9%	1.1%	-0.2%

Source: PubChem BioAssay (National Center for Advancing Translational Sciences (NCATS))
